tim23-1 inh – tim23-1 yeast growth inhibition; 330,000 tested, 1.3% active; inhibition, % at 20 µM; S. cerevisiae tim23-1 growth, BacTiter-Glo luminescence, 24 h;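 active = growth inhibition of the mutant yeast at or above 50%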;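 note: temperature-sensitive mutant grown at 25 °C; plate controls were DMSO-treated mutant yeast for no effect and medium wells lacking yeast for full effect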
XBP1 UPR activ – activators of adaptive arm of unfolded protein response (XBP1); CHO-XBP1 luciferase reporter, IRE1-XBP1 UPR activation, luminescence; percent of tunicamycin response, DMSO as zero; activation, % at 20 µM; 330,000 tested, 0.33% active;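 active = versus positive control, 20 µM dose yields 30% or more activation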;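 note: 100% = tunicamycin at 10 µg/mL and 0% = DMSO only wells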
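Test system: CHO-XBP1 luciferase reporter cells | Buffer or medium: Serum-containing F12 medium, 10% FBS | Schedule: 6 h compound exposure at 37 °C, 5% CO2 | Detection: Steady-Glo luciferase glow luminescence, 10 min after reagent addition | Read-out basis: Activation, % of tunicamycin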
APJ antag – antagonists of human APJ apelin receptor. P35414. CHO-K1 APJ beta-arrestin complementation, luminescence. inhibition, % at 20 µM. 330,000 tested, 0.32% active;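 active = inhibition above about 40% at 20 µM, limit read from the data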;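 note: cells challenged with 10 nM apelin-13 agonist together with compound; plate controls were apelin-13 plus DMSO wells for no effect and DMSO wells lacking apelin-13 for full effect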
Jurkat NFkB inh – inhibitors of the PMA/ionomycin-induced NF-kB reporter in Jurkat cells; inhibition, % at 4 µM; 330,000 tested, 0.53% active; PMA/ionomycin-induced NF-kB luciferase reporter, luminescence; AID 435003; in the data active = inhibition above about 50%
697 NFkB inh – lowers PMA/ionomycin-induced NF-kB signal in 697 B cells | AID 435022 | inhibition, % at 4 µM | 697 B-cell NF-kB luciferase reporter, 16 h | 330,000 tested, 0.33% active; in the data active = inhibition above about 35%
Mdm2-MdmX inh – inhibitors of human Mdm2/MdmX interaction; AID 485346; SaOS-2 split-luciferase Mdm2/MdmX complementation, luminescence; 330,000 tested, 3% active; inhibition, % at 8 µM; O15151+Q00987;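 active = inhibition of at least 50% at 8 µM in the primary screen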
Target sequence (O15151 whole entry, looked up): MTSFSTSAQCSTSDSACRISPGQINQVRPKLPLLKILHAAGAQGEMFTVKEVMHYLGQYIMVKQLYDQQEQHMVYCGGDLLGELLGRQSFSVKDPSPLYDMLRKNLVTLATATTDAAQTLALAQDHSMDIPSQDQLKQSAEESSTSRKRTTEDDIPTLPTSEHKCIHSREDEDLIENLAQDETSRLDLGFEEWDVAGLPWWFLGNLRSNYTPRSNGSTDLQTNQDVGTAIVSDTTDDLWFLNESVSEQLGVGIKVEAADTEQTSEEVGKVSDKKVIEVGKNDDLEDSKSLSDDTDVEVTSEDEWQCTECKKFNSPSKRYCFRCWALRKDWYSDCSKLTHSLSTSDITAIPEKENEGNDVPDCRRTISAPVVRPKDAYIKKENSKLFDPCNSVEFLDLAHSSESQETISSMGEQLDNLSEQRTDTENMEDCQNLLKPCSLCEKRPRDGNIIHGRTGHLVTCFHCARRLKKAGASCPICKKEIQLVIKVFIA
Target sequence (Q00987 whole entry, looked up): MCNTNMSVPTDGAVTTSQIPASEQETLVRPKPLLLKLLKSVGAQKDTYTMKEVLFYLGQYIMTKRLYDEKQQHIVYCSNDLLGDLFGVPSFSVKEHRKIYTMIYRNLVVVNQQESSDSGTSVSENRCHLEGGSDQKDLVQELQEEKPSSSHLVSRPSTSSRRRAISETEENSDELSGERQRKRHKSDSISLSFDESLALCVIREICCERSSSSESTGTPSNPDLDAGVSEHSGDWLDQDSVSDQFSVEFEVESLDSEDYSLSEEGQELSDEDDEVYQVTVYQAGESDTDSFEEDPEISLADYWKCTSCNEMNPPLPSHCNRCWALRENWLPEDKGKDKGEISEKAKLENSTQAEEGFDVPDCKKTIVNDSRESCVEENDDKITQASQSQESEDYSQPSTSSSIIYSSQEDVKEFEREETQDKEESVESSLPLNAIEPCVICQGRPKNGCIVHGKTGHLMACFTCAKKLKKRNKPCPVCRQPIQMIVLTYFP
APJ ag – agonists of human APJ apelin receptor | 330,000 tested, 0.11% active | CHO-K1 APJ PathHunter beta-arrestin, luminescence; 0% DMSO wells, 100% apelin | activation, % at 20 µM | P35414 | AID 2520;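 active = activation more than six SD over the plate average, tested at 20 µM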;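 note: 0% = DMSO alone and 100% = apelin-13 at 10 nM; some results filed as inactive read as strong as hits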
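assay system = CHO-K1 APJ beta-arrestin complementation cell line | input = cell density 1000 per well | dosing = compound 20 µM once, DMSO 1% | timing = compound 90 min 25 °C, reagent 1 h | measured by = luminescence from split beta-galactosidase complementation, Galacton Star/Emerald II substrate | read-out basis = APJ agonist activity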
UPR CHOP act – apoptotic UPR (CHOP) activation. activation, % at 10 µM. 330,000 tested, 0.34% active. CHO-CHOP luciferase reporter, luminescence; percent of tunicamycin response over DMSO baseline;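 active = at 10 µM dose, activation of 40% or more, normalized to positive control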;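 note: 100% = tunicamycin at 10 µg/mL and 0% = DMSO alone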
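Evaluation: % reporter activation, DMSO baseline versus tunicamycin full activation; System: CHO-CHOP luciferase reporter cell line; Input: 500 cells/well; Incubation: 6 h compound treatment, 37 °C; Measured by: Steady-Glo luciferase luminescence; Dosing: one dose, 10 µM in 0.5% DMSO; Buffer or medium: F12 medium, 10% FBS; Benchmarks: positive tunicamycin 10 µg/mL, negative DMSO alone.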
* marks the source's active call; other numbers are inactive results.

SMILES	tim23-1 inh	XBP1 UPR activ	APJ antag	Jurkat NFkB inh	697 NFkB inh	Mdm2-MdmX inh	APJ ag	UPR CHOP act
O=C(COC(=O)c1ccncc1)Nc1cccc2ccccc12	9	-1	8	12	-2	-1	-2	1.2
Cn1c(SCC(=O)NCc2ccc3c(c2)OCO3)nnc1C1COc2ccccc2O1 (configuration not stated)	6	-1	-10	-1	-7	31	5	-0.2
NC(=S)N/N=C/c1ccccc1OCc1cccc(Cl)c1	1	11	12	1	9	52*	-2	7.5
Cn1c(CNS(=O)(=O)c2ccc(F)cc2)n[nH]c1=S	6	1	4	-7	15	-17	-2	-0.9
COc1ccc(CCNC(=O)CNC(=O)Cn2cnc3sc(C)c(C)c3c2=O)cc1OC	26	1	-13	3	-2	12	1	-0.9
COCCN1CSC(=S)N(Cc2ccco2)C1	2	4	5	-7	-2	6	-5	91*
O=C(Nc1cccnc1)c1ccc(Cl)c(S(=O)(=O)N2CCc3ccccc32)c1	-68	0	-8	17	-24	19	0	-0.6
Cc1nc2ccccc2n1S(=O)(=O)c1ccc(S(=O)(=O)N2CCCCCC2)cc1	1	0	5	3	7	14	0	-0.2
COC(=O)c1c(C)[nH]c(O)c1C=Nc1ccc(C#N)cc1	2	1	8	16	9	-20	-3	3.1
CCOC(=O)COc1ccccc1/C=N\NC(=O)c1cc2c(ccc3ccccc32)o1	23	0	-12	-6	-10	7	4	-1.5
Cc1ccc(CNC(=O)CCCNS(=O)(=O)c2cccc3nonc23)cc1	27	-2	10	-4	-42	-21	1	0.3
COCCNS(=O)(=O)c1ccc(-c2ccc(S(=O)(=O)NCCOC)cc2)cc1	-9	3	-3	18	4	-12	-5	-0.9
CCC(=O)Nc1ccc2c(c1)ncn2-c1ccccc1	-1	1	-11	-46	-21	-25	-1	4.4
CCOC(=O)N1CCN(C(=O)C2CCC(CNS(=O)(=O)c3ccccc3)CC2)CC1 (configuration not stated)	-5	0	-2	10	2	13	-2	0.8
CC(CN1CCC(n2nccc2NC(=O)C2CCCC2)CC1)c1ccccc1 (configuration not stated)	-2	-5	20	-8	14	16	4	0.3
COc1ccc(CC(=O)NC2CCSc3ccccc32)cc1OC (configuration not stated)	5	-7	9	-8	11	25	8	3.5
CCCn1c(SCC(=O)NC2CCCCC2)nnc1-c1ccncc1	11	0	-9	-9	-4	15	0	-0.5
N/C(=N\OC(=O)Nc1ccccc1)c1ncc(C(F)(F)F)cc1Cl	45	6	-71	-22	7	51*	4	2.2
COc1cccc2cc(C(=O)NCc3ccccc3)c(=N)oc12	41	7	16	-14	-46	32	2	6.9
C=CCN1C(=O)C2(OCCCO2)c2cc(CCCC)ccc21	24	-5	14	-8	10	26	-4	-0.6
CNC(=S)N1CCc2ccccc2C1	13	-2	-1	1	-2	10	-2	2.5
COc1ccc(NC(=S)NNC(=O)c2cccs2)cc1	2	4	10	-37	-51	-14	-2	1.7
O=S(=O)(CCSc1nc2ccccc2o1)c1nc2ccccc2s1	49	26	4	3	-81	83*	2	23
O=C(O)CCC(=O)Nc1ccc(OCC(=O)O)cc1	-7	-2	3	12	17	2	-4	-0.5
Cc1ccc(-c2nn(C)c(=O)c3ccccc23)cc1S(=O)(=O)N1CCOCC1	24	3	6	13	14	16	-2	-0.6
COc1ccc(CNS(=O)(=O)c2ccc(Br)s2)cc1	20	-5	17	4	-3	-17	0	-0.4
Cc1ccccc1NC(=O)CCCNC(=O)c1ccc(Cl)cc1	9	3	9	8	-8	-32	2	-0.8
CCn1cc(C(=O)NCC2COc3ccccc3O2)c2cc(OC)c(OC)cc2c1=O (configuration not stated)	7	4	-11	-15	-14	15	-5	0.7
COc1ccccc1OCC(=O)Nc1ccc(S(=O)(=O)N(C)c2ccccc2)cc1	26	-4	-5	-12	1	6	0	0.4
Cc1nn(-c2ccccc2)c(=S)n1-c1ccccc1	-4	-2	-4	1	11	17	-5	-1.9
CCN(C(=O)C(C)Sc1ccc(S(=O)(=O)N2CCN(C)CC2)cn1)c1ccccc1 (configuration not stated)	-9	1	8	13	5	13	-3	-1.6
Cc1cccc(CSC2=CS(=O)(=O)c3ccccc3N2)c1	16	-2	14	-7	1	-5	1	-1.3
Cc1cc2c(ncn2Cc2ccccc2)c(N)c1C	15	2	20	-1	0	1	-2	-0.7
O=C(CN1C2CCCC1CC(NC(=O)C1CCCCC1)C2)Nc1ccccc1C(F)(F)F (configuration not stated)	22	1	-1	10	-23	5	-2	-1.7
Cc1ccc(CNC(=O)CSc2nc(N3CCCCC3)nc(N3CCCCC3)n2)cc1	34	-4	4	-15	-18	-2	-4	1.1
CS(=O)(=O)N(CC(N)=O)Cc1ccc(Cl)cc1	-15	-1	3	2	0	20	-4	0.7
CSc1nc2ccc(N3C(=O)C4CCCCC4C3=O)cc2s1 (configuration not stated)	28	1	19	-17	-32	-13	1	1.1
COc1ccc(C(C)=O)cc1COC(=O)c1ccc(S(=O)(=O)N2CCOCC2)cc1	20	-2	-5	-5	2	6	-4	-1.5
CC1(C)NC(=O)N(CCCCOc2ccc(Cl)cc2C=O)C1=O	18	4	-5	4	-12	17	-2	-2.0
COc1ccc(C(C)=O)cc1COC(=O)Cc1cc(OC)c(OC)c(OC)c1	25	-1	7	-13	9	13	-3	-1.8
Cc1ccc2[nH]c(C)c(CC(=O)NCc3ccccc3)c2c1	11	-3	-1	0	-5	-4	-2	-0.6
O=C(NCCc1cccs1)c1ccc(Cl)c(Cl)c1	0	11	-30	-96	-83	-148	-2	4.8
CCN(C(=O)c1c(C)cc(=O)oc1C)c1ccc2c(c1)OCO2	7	-2	8	0	-3	-21	3	-0.4
COc1cccc(NC(=O)COC(=O)CCC(=O)c2cccs2)c1	24	-1	-8	13	18	-20	-3	2.8
COc1ccccc1/C=C/C=c1\sc2nc(=O)c(Cc3ccccc3)nn2c1=O	11	0	11	-12	-11	5	-4	-0.3
COC(=O)c1cnc(SCc2ccc([N+](=O)[O-])cc2)n1C	17	1	1	-7	-16	-32	2	-0.1
C=CCn1c(N)c(C(=O)Nc2ccc(C)cc2)sc1=S	-9	4	4	-77	-83	-17	2	9.5
Fc1ccccc1NC(=S)NCCc1ccccc1	18	4	4	-32	-16	-3	-6	0.7
C/C(=N\N=C(/C)c1cccc(N)c1)c1cccc(N)c1	-5	-4	16	-26	-33	10	-5	3.4
Cc1cc(N2CCOCC2)ccc1/C=C\[N+](=O)[O-]	42	-5	24	10	9	23	6	28

Laid out differently: results already given
smiles,tim23-1 inh,XBP1 UPR activ,APJ antag,Jurkat NFkB inh,697 NFkB inh,Mdm2-MdmX inh,APJ ag,UPR CHOP act
NC(=S)N/N=C/c1ccccc1OCc1cccc(Cl)c1,1,11,12,1,9,52*,-2,7.5
O=C(CN1C2CCCC1CC(NC(=O)C1CCCCC1)C2)Nc1ccccc1C(F)(F)F (configuration not stated),22,1,-1,10,-23,5,-2,-1.7
CCOC(=O)COc1ccccc1/C=N\NC(=O)c1cc2c(ccc3ccccc32)o1,23,0,-12,-6,-10,7,4,-1.5
COC(=O)c1cnc(SCc2ccc([N+](=O)[O-])cc2)n1C,17,1,1,-7,-16,-32,2,-0.1

Random excerpt: 2 records from the list.
SMILES	tim23-1 inh	XBP1 UPR activ	APJ antag	Jurkat NFkB inh	697 NFkB inh	Mdm2-MdmX inh	APJ ag	UPR CHOP act
C=CCn1c(N)c(C(=O)Nc2ccc(C)cc2)sc1=S	-9	4	4	-77	-83	-17	2	9.5
Cc1cc(N2CCOCC2)ccc1/C=C\[N+](=O)[O-]	42	-5	24	10	9	23	6	28

Other results follow:
SMILES	tim23-1 inh	XBP1 UPR activ	APJ antag	Jurkat NFkB inh	697 NFkB inh	Mdm2-MdmX inh	APJ ag	UPR CHOP act
Cc1cccc(NC(=O)CN(C)C(=O)C2CC2)c1C	-5	-1	7	-12	14	24	-3	-1.2
COc1ccc2oc(C(=O)OCC(=O)N3CCN(C(C)=O)CC3)c(C)c2c1	7	-2	-8	19	16	5	3	0.9
COc1ccc(CC(=O)Nc2ccc3c(c2)CCC3)cc1S(=O)(=O)N1CCOCC1	7	-2	-4	5	14	5	-1	-2.4
Cc1cc(=O)[nH]c(N/N=C/c2c(C)nn(-c3ccc(F)cc3)c2Cl)n1	21	2	-6	-6	20	31	-1	1.4
Cc1onc(-c2ccccc2Cl)c1C(=O)N1CCN(c2nc3ccccc3s2)CC1	32	-1	-2	-2	-3	-1	-5	1.3
O=C(CSc1ccc(-c2ccc(F)cc2)nn1)NCCc1ccccc1	7	0	10	-9	18	-2	-3	1.7
Cc1ccc2c(c1)N(CC(=O)NC1CCCC1)C(=O)C(C)O2 (configuration not stated)	-1	0	-6	-5	-7	0	-3	-3.3
Cc1cc2occ(CC(=O)N(CCC(C)C)c3c(N)n(Cc4ccccc4)c(=O)[nH]c3=O)c2cc1C	18	6	-28	-3	10	16	5	3.0
CCCOc1ccccc1C1NC(=O)NC(C)=C1C(=O)OCc1ccccc1 (configuration not stated)	37	1	-11	-16	-1	7	3	-0.2
CCOC(=O)c1oc2c(C)c(O)ccc2c(=O)c1-c1nncn1-c1ccccc1	-2	3	-2	0	17	11	-6	0.8
O=C(COc1ccc2c3c(c(=O)oc2c1)CCC3)Nc1ccc(CN2CCOCC2)cc1	6	-4	-4	-1	19	10	-2	-3.5
O=C(NC1CCN(Cc2ccccc2)CC1)C1CCN(S(=O)(=O)c2ccccc2)CC1	3	-4	18	20	6	15	0	-1.0
C#CCOCCOCCOCCNc1nc(N2CCN(C(=O)[C@H](CCC(=O)O)n3cc(C(N)CO)nn3)CC2)nc(N2CCN(C(=O)[C@H](CCCCN)n3cc(C(N)CC(C)C)nn3)CC2)n1 (some centres not stated)	-17	-2	7	1	5	-17	7	-0.3
CC1(C(=O)Nc2nnc(SCc3ccccc3)s2)Cc2ccccc2C(=O)O1 (configuration not stated)	52*	-2	-13	13	23	-12	-2	-0.4
O=C(O)c1ccc(NC(=S)N2CCCCC2)cc1	10	0	-8	-1	-8	2	-2	-2.2
O=C(Nc1ccc(F)cc1)c1cccc2c1C(=O)N(Cc1ccccn1)C2	35	4	13	-8	5	-3	-2	0.5
CCn1c(SC(C)C)nnc1-c1cc(-c2ccccc2)sc1N	39	-1	1	-9	3	-8	-1	0.6
COc1cccc(CNC(=O)c2ccc(C)c(NC3=NC4CS(=O)(=O)CC4S3)c2)c1 (configuration not stated)	-3	-1	0	0	18	37	0	0.4
COc1ccc(N2C(=O)C(Cl)=C(N3CCCC3)C2=O)cc1	9	-1	-4	-3	11	-9	-3	2.2
CC(=O)Nc1cccc(C(=O)OCC(=O)NNC(=O)c2cccs2)c1	-10	3	9	-15	2	6	-2	0.1
CSCCC(NS(=O)(=O)c1cccc(C(F)(F)F)c1)C(=O)N(C)Cc1ccc2c(c1)OCCO2 (configuration not stated)	39	-4	-10	4	11	-14	-5	-0.9
Cc1ccc(NC(=O)Cn2nnc(-c3ccc4c(c3)OCO4)n2)cc1F	4	-1	-21	-18	-27	-3	0	2.0
CC(Oc1ccc2oc3ccccc3c2c1)C(=O)NC12CC3CC(CC(C3)C1)C2 (configuration not stated)	22	0	4	8	13	33	-4	-1.3
NC(=O)c1ccc(NCCc2ccccc2)c([N+](=O)[O-])c1	17	-1	4	7	2	3	-3	1.9
Cc1c(Cc2ccccc2)c(=O)oc2cc(OCC(N)=O)ccc12	-9	-2	23	17	11	28	-4	0.4

Compound activity deposited in PubChem by Sanford-Burnham Center for Chemical Genomics.
